TexasRed fluor – counter-screen for TRb-SRC2 inhibitors: fluorescence interference | TRb/SRC2 Texas Red total fluorescence interference | Potency, µM (highest dose often 106 µM), for the others: at the top dose fluorescence change, negative = quenching | 280,000 compounds, 0.29% hits; active = well fitted curve in either direction with a large enough effect; inconclusive = small, poorly fitted or top-dose-only effect
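Human TRb ligand-binding domain at 0.6 uM with 20 nM Texas Red SRC2 peptide in Tris buffer containing 1 uM T3 and 5% DMSO, incubated with compound 5 h at ambient temperature. Total fluorescence (555/632 nm) calculated as parallel + 2 × perpendicular.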
Tau ThT inhib – tau fibrillization inhibition (ThT binding). AID 1460. Potency, µM (highest dose often 57.4 µM), for the others: top-dose activity, negative = inhibition, usual class: inhibitors. 270,000 compounds, 2.1% hits. recombinant tau K18 P301L, heparin-induced fibrillization, ThT fluorescence. P10636; note: nearly all actives have a fitted effect of over 55% in size
Target sequence (P10636 561-689 P618L limits assumed): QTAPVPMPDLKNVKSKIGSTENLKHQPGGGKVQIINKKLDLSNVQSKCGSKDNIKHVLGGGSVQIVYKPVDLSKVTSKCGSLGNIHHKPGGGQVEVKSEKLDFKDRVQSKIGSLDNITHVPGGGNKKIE
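ThT emission at 510 nm, taken 1 hr after adding 30 uM dye, quantifies aggregates formed when 20 uM heparin acts on human tau K18 P301L for 6 hr at 37 C.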
ALDH1A1 block – ALDH1A1 (human) enzyme inhibition | P00352 | Purified ALDH1A1, NADH fluorescence, propionaldehyde substrate | Potency, µM (highest dose often 75.3 µM), without a hit: at the top dose activity, negative = inhibition, most hits filed as inhibitors | 220,000 compounds, 7.3% hits; active = well fitted inhibition curve with a large enough effect, not every such curve was filed as active; inconclusive = small, poorly fitted or top-dose-only effect, or another doubt; inactive = no such curve, though single readings can be large or run the other way;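 note: plate controls were no enzyme wells and a reference inhibitor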
Target sequence (P00352 whole entry, looked up): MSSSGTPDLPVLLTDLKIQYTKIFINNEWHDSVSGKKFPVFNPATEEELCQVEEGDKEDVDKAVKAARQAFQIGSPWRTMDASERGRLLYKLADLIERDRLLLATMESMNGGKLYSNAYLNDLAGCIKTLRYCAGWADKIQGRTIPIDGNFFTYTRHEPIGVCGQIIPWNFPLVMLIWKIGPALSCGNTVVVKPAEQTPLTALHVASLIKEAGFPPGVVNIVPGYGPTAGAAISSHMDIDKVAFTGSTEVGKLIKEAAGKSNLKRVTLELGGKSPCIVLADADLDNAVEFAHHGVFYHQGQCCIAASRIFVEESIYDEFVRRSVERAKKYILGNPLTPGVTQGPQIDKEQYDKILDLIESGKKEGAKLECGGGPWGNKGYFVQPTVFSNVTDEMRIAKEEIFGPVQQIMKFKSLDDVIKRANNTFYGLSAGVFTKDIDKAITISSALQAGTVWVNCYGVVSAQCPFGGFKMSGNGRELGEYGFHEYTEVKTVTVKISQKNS
L3MBTL1 inh – L3MBTL1 (human) inhibition; Q9Y468; 230,000 compounds, 0.66% hits; AID 485360; Potency, µM (top dose mostly 57.1 µM), without a hit: top-dose activity, negative = inhibition, hits mostly inhibitors; AlphaScreen L3MBTL1–H3K9me1 peptide binding; note: nearly all actives have a fitted effect of over 60% in size
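First, the protein-peptide complex forms for 30 min at room temperature (L3MBTL1 50 nM, biotinylated H3K9me1 peptide 75 nM). Next, compounds are pin-transferred and incubated 30 min. Finally, AlphaScreen beads are added and read after 30 min.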
Tau fluor cs – counter-screen for tau fibril formation inhibitors. tau K18 P301L (four-repeat tau fragment) Alexa594 fluorescence, heparin fibrillization. Potency, µM (top dose mostly 57.7 µM), for inactives: at the top dose activity change, negative = decrease. AID 1463. 280,000 compounds, 0.93% hits; note: nearly all actives have a fitted effect of over 55% in size
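Human K18 P301L tau (15 uM unlabeled plus 0.24 uM Alexa 594-labeled, final) in 100 mM sodium acetate pH 7 was mixed with compound and 20 uM heparin and incubated 6 hr at 37 C.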
Tau FP inhib – blocks human tau fibril formation measured by polarization | Potency, µM (titrated, usually from 57.7 µM), for the others: at the highest dose activity, negative = inhibition, actives largely listed as inhibitors | K18 P301L tau heparin fibrillization, Alexa594 FP, 6 h | 280,000 compounds, 0.39% hits; note: nearly all actives have a fitted effect of over 55% in size
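Steps: dispense K18 P301L tau (15 uM plus 0.24 uM Alexa 594 tracer, final) in pH 7 sodium acetate; add compound; add heparin (20 uM final); incubate 6 hr, 37 C; add ThT (30 uM final); after 1 hr ambient, read FP.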
GLA spleen mod – inhibitors or activators of human alpha-galactosidase in spleen homogenate | Potency, µM (titrated, usually from 80 µM), without a hit: top-dose activity change, negative = inhibition, usual class: inhibitors | P06280 | 240,000 compounds, 0.008% hits | human spleen homogenate, 4MU-alpha-Gal fluorescence, 40 min | AID 2107;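 note: 0% = enzyme with vehicle and -100% = no enzyme basal signal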
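Spleen homogenate 1 ug + cpd (titration) + 4-MU-alpha-D-galactopyranoside 1 mM; 37C 40 min; 50 mM citrate/phosphate pH 5.0, 0.01% Tween-20; stop pH 10; fluorescence 365/440; AC50 via Hill.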
TRb SRC2 PPI – disrupts binding of human TR beta to SRC2; Potency, µM (top dose mostly 106 µM), inactives show at the highest dose activity change, negative = inhibition, most hits filed as inhibitors; TRbeta-SRC2 peptide binding, fluorescence polarization; receptor liganded with 1 µM T3; 280,000 compounds, 0.065% hits; P10828;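 note: plate controls were bound peptide for no effect and peptide without receptor for full effect; nearly all actives have a fitted effect of over 50% in size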
Target sequence (P10828 whole entry, looked up): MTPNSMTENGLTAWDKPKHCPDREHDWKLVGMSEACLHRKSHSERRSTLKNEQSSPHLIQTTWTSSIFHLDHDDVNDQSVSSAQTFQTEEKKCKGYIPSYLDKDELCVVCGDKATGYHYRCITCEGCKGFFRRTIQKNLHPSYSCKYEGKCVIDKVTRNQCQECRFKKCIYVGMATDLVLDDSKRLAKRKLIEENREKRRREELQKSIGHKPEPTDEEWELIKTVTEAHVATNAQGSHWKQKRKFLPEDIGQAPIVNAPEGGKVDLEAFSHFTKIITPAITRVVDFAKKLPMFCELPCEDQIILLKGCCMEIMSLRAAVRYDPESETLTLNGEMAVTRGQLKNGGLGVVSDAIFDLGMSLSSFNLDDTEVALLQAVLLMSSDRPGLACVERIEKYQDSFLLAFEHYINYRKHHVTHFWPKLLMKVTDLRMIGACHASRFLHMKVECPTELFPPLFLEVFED
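A fluorescence polarization screen tested compounds at multiple concentrations against complex formation between 0.6 uM TRb ligand-binding domain and 20 nM Texas Red SRC2 peptide, with 1 uM T3 present; readout after 5 hr.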
An asterisk follows results filed as active; u = inconclusive; x = no result given; & = joins results of further samples; [ ] = another dose, or the depositor's remark. Unless noted, calls come from the whole dose curve; as a rule, active = well fitted curve in the direction sought with a large enough effect; inconclusive = small, poorly fitted or top-dose-only effect, or another doubt; inactive = no such curve, though single readings can be large; an effect the other way counts as inactive or inconclusive. Unless noted, % is set by controls: 0 for no effect and ±100 for the full control effect; potency is the fitted concentration of half-maximal effect.

SMILES | TexasRed fluor | Tau ThT inhib | ALDH1A1 block | L3MBTL1 inh | Tau fluor cs | Tau FP inhib | GLA spleen mod | TRb SRC2 PPI
COc1cc(C(C)=O)ccc1COc1ccc(C(=O)OCC(N)=O)cc1OC | 1% | 3% | 9% | -6% | -2% | -3% | 8% | 3%
COc1cc(C2c3c(-c4ccccc4)n[nH]c3C(=O)N2c2ccc(C(=O)O)cc2)ccc1O (stereo unspecified) | -5% | -16% | -3% | x | -16% | u | -6% | -11%
COCCn1c(=NC(=O)c2cc3ccccc3oc2=O)sc2cc(S(N)(=O)=O)ccc21 | 1% | -2% | -10% | 6% | -4% | -6% | 0% | 10%
NCCOB(c1ccccc1)c1ccccc1 | -28%&-2%&-1% | -4%&-1%&-15% | u | x | -6%&-6%&-11% | 5%&-6%&-2% | 1%&3%&6% | u
CCC(=O)c1ccc(N2CCN(C(=O)c3cc([N+](=O)[O-])ccc3N3CCN(C)CC3)CC2)c(F)c1 | 0% | -3% | u | -6% | 2% | -5% | 0% | 6%
Cc1ccc(O)c(NC(=O)/C=C/C(=O)O)c1 | -2% | u | 6% | x | -15% | 5% | 9% | 11%
CCOC(=O)Nc1ccc(S(=O)(=O)NCCCN2CCOCC2)cc1 | 0% | -5% | -9% | 0% | 1% | 0% | -4% | 5%
O=S(=O)(c1cc(Cl)ccc1Cl)N1CCCCC1 | -2% | -1% | 0% | 57%[activator] | 1% | -5% | 2% | -11%
O=C(CSc1nnc(-c2ccncc2)n1-c1ccccc1Cl)Nc1ccc(C(=O)O)cc1 | 0% | 7% | 8% | x | 3% | 6% | 4% | 0%
O=C(NCCCN1CCN(c2cccc(Cl)c2)CC1)c1cccc(N2CCCC2=O)c1 | 1% | -3% | -5% | -10% | 1% | 11% | 3% | -5%
COc1ccc(C(=O)NCCCN2CCOCC2)cc1OC | 2% | -3% | 15% | -2% | 2% | 3% | 1% | -3%
Cc1ccc(C(=O)CCNc2ccc(Cl)cc2)o1 | 0% | -18% | 4µM* | x | -16% | 1% | 0% | -9%
COc1ccc(-c2nc(C)sc2C)cc1 | 0% | 0% | u | 1% | 5% | 1% | 6% | -7%
COc1ccc(NC(=O)Cn2c(=O)c(C)nc3ccccc32)cc1Cl | -1% | -8% | -2% | -4% | -2% | 3% | 10% | 9%
CCc1ccc(S(=O)(=O)/N=C2\C=CC(=O)c3ccccc32)cc1 | -3% | 18µM* | u | x | u | u | 1% | -19%
O=C1COc2ccccc2N1Cc1ccccc1Cl | 2% | -6% | -5% | 14% | -13% | -4% | -4% | -1%
CCOc1ccc(N(CC(=O)NCc2ccc(OC)cc2)S(=O)(=O)c2c(C)[nH]c(=O)[nH]c2=O)cc1 | 1% | 1% | x | x | -3% | -5% | x | 0%
CCC(=O)Nc1ccc(Cl)c(NC(=O)c2cccc(OC)c2)c1 | -6% | 0% | -10% | -20% | -4% | -4% | -3% | -4%
COc1cc(OC)c(C(=O)NC2CCCCCC2)cc1OC | -2% | -4% | u | 4%[11.4 µM] | 7% | 0% | 4% | -3%
COc1cc2ccccc2c2c1CCCC2=O | -8% | u | u | x | -23% | -12% | -9% | -7%
O=C(N=Nc1c(O)[nH]c2ccccc12)c1cc(-c2ccc(F)cc2)n[nH]1 | -6% | 2.2µM* | -3% | -5% | -16% | -3% | -1% | 0%
CCn1nc(C(=O)Nc2ccc(C)c(C)c2)c(Cl)c1Cl | -5% | -13% | -14% | -7% | -5% | -2% | 18% | 4%
CC1CCN(S(=O)(=O)c2ccc(NC(=O)CN3CCN(C)CC3)cc2)CC1 | -2% | -14% | u | 5% | -15% | -14% | -2% | 0%
COc1ccc(C(=O)N2CCc3cc(OC)c(OC)cc3C2c2cccc([N+](=O)[O-])c2)cc1 (stereo unspecified) | -1% | -5% | -11% | 1% | -17% | 9% | -3% | -19%
Cc1ccc(OCC(=O)N2CCN(c3ccc([N+](=O)[O-])c(N4CCOCC4)c3)CC2)cc1 | -4% | u | -15% | -12% | -17% | -1% | -3% | 2%
O=C(O)c1ccc(Cn2cc(C(F)(F)F)ccc2=O)cc1 | -1% | -1% | 1% | 1% | -2% | 6% | -5% | 4%
O=c1c2ccccc2[nH]c(=S)n1C1CCCCC1 | 2% | 5% | 8% | 0% | -19% | -5% | -3% | -20%
Nc1nc(CN2CCCCCC2)nc(Nc2ccc(F)cc2)n1 | 5% | -28% | u | x | -13% | -6% | 5% | 3%
CC(C)C(=O)OC1=CN(Cc2ccccc2)S(=O)(=O)c2ccccc21 | 5% | -12% | x | x | -27% | -1% | x | 0%
Nc1sc2c(c1C(=O)c1ccccc1)CCCC2 | -4% | u | 14µM* | -12% | u | -4% | 6% | -4%
CCc1nc2ccc(C(=O)O)cc2nc1CC | -2% | -1% | 6% | -24% | 4% | -6% | -3% | -6%
COc1ccc(Cl)cc1C(=O)NCCN(C)C | 0% | 8% | 1% | x | -2% | 3% | 0% | 2%
COc1ccccc1NC(=O)Cn1cc(S(=O)(=O)Cc2ccccc2)c2ccccc21 | 10% | -16% | x | x | u | 4% | x | 9%
COc1ccc2[nH]c3c(=O)n(CCCCCC(=O)NCCC(C)C)c(=S)[nH]c3c2c1 | -2% | -2% | 5% | x | -9% | -5% | u | 1%
CSCCC(NC(=O)c1cc(C(C)(C)C)oc1C)C(=O)O (stereo unspecified) | -4% | 2% | 3% | -2% | 4% | 0% | 12% | -3%
N#C/C(=C\c1ccncc1)c1nc2ccccc2o1 | 0% | -17% | x | 6% | -12% | -4% | 4% | 4%
Cc1ccc(C(CC(=O)O)Nc2nc(N3CCOCC3)nc(N3CCOCC3)n2)cc1 (stereo unspecified) | 3% | -9% | 4% | 6% | -5% | -4% | 1% | 3%
Cc1ccc(CNC(=O)c2ccc(NC(=O)N3CCSc4ncccc43)cc2)cc1 | -12% | -9% | x | x | -25% | -10% | x | 2%
CC1=NCCN1CCNC(=O)Nc1ccc(F)cc1 | -4% | 0% | 19% | 11% | 3% | -4% | -16% | -1%
CC1CCCCC1NC(=O)C1CCN(S(=O)(=O)N2CCOCC2)CC1 (stereo unspecified) | -1% | -6% | -6% | 7% | -7% | -6% | -2% | -4%
COc1ccc(NC(=O)Cc2c[nH]c3ccccc23)cc1S(=O)(=O)N1CCCCC1 | -1% | -9% | u | -6% | u | 7% | -11% | -5%
CC(c1ccco1)N(C(=O)C12CC3(C)CC(C)(CC(C)(C3)C1)C2)c1ccccn1 (stereo unspecified) | -1% | -10% | 5% | x | -14% | 1% | 3% | -1%
Cc1cc(F)ccc1NCc1ccncc1 | 0% | -5% | -1% | 0% | 0% | 1% | 0% | -7%
Cc1nn(Cc2ccc(F)cc2)c2sc(C(=O)Nc3nccs3)cc12 | -3% | 12% | -14% | 4% | 0% | -1% | -2% | 4%
Cc1sc(NC(=O)C2CCCC2)c(C#N)c1C | -1% | u | 14µM* | -7% | -11% | 0% | 3% | -4%
O=C(CSc1nnc(-c2cccnc2)n1CCc1ccccc1)N1CCCCC1 | 1% | -3% | 2% | 7% | 0% | 6% | 1% | 1%
Cc1ccc(S(=O)(=O)c2nc(-c3ccc(F)cc3)oc2N2CCN(c3ccccc3)CC2)cc1 | -29% | u | x | x | u | -12% | x | 1%
COc1ccc(S(=O)(=O)NCCc2csc(-c3ccc(F)cc3)n2)cc1 | 1% | -9% | x | x | -21% | -1% | x | -2%

Some of the entries so far, as a markdown table.
| compound | TexasRed fluor | Tau ThT inhib | ALDH1A1 block | L3MBTL1 inh | Tau fluor cs | Tau FP inhib | GLA spleen mod | TRb SRC2 PPI |
| --- | --- | --- | --- | --- | --- | --- | --- | --- |
| Cc1cc(F)ccc1NCc1ccncc1 | 0% | -5% | -1% | 0% | 0% | 1% | 0% | -7% |
| Cc1nn(Cc2ccc(F)cc2)c2sc(C(=O)Nc3nccs3)cc12 | -3% | 12% | -14% | 4% | 0% | -1% | -2% | 4% |
| Cc1sc(NC(=O)C2CCCC2)c(C#N)c1C | -1% | u | 14µM* | -7% | -11% | 0% | 3% | -4% |
| O=C(CSc1nnc(-c2cccnc2)n1CCc1ccccc1)N1CCCCC1 | 1% | -3% | 2% | 7% | 0% | 6% | 1% | 1% |
| Cc1ccc(S(=O)(=O)c2nc(-c3ccc(F)cc3)oc2N2CCN(c3ccccc3)CC2)cc1 | -29% | u | x | x | u | -12% | x | 1% |

Continued:
SMILES | TexasRed fluor | Tau ThT inhib | ALDH1A1 block | L3MBTL1 inh | Tau fluor cs | Tau FP inhib | GLA spleen mod | TRb SRC2 PPI
S=c1[nH]nc(-c2ccco2)n1/N=C/c1ccccn1 | -7% | -8% | -8% | -2%[11.4 µM] | -6% | -8% | 11% | 7%
CC1=C(C(=O)Nc2ccccc2C)C(c2ccc(C)o2)n2c(s/c(=C/c3ccccc3)c2=O)=N1 (stereo unspecified) | 2% | u | -7% | x | -23% | -3% | 1% | 3%
COc1ccccc1CNC(=O)c1n[nH]c2ccccc12 | -7% | -6% | u | 56%[activator] | -15% | -10% | -5% | -5%
Cc1ccc(NC(=O)Nc2nnc(N(C)C3CCCCC3)s2)c(Cl)c1 | 0% | -1% | x | x | -7% | -2% | x | -5%
Cn1c(SCC(=O)Nc2cccc(Br)c2)nnc1-c1cc2ccccc2o1 | 1% | u | 3% | x | -2% | u | -6% | 1%
C=C(C)c1ccc(C(C)(C)NC(=O)N(Cc2ccccc2)Cc2ccco2)cc1 | 3% | 0% | 9% | 2% | 2% | 10% | 3% | -17%
COc1ccc(/C=N/NC(=O)Nc2nonc2N)cc1 | -2% | 1% | 6% | -3% | -1% | -3% | -3% | -9%
CCOc1ccc(S(=O)(=O)Nc2cccc(-c3ccc(N4CCCC4)nn3)c2)cc1 | 20µM*[quencher] | -9% | x | x | -28% | -6% | x | -7%
Cc1ccccc1NC(=O)Nc1ccccc1N1CCCCC1 | -8% | u | 3% | 42%[activator] | -4% | -4% | 5% | -8%
O=C1/C(=C/c2cccnc2)Sc2ccccc21 | -5% | u | -7% | -7% | -19% | 10% | -2% | 2%
CCN1CCN(C(=O)C2CC(c3ccc(F)cc3)=NO2)CC1 (stereo unspecified) | -7% | -5% | 8% | 3% | 4% | 5% | 0% | -5%
COc1ccc(/C(C)=N/Nc2ccc(C(=O)O)cc2)cc1OC | -15% | u | u | -1% | -12% | -6% | -3% | 7%
CCCn1nnc(NC(=O)COc2ccccc2Cl)n1 | 0% | -3% | -10% | -4% | 5% | -1% | -3% | 0%
